Compound activity deposited in PubChem BioAssay by Johns Hopkins Ion Channel Center.
CHT block = inhibitors of human choline transporter CHT; High affinity choline transporter 1 (Homo sapiens), Q9GZV3; CHT-expressing cells, membrane potential dye, choline response; hits give low values; B-score at 10 µM; 310,000 tested, 0.86% active; AID 488975, 2010;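 active = B-score over 3 SD under the library average, and starting fluorescence ratio not unusually high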;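 note: choline stimulus applied at its EC90 after an EC20 pre-addition; B-score computed on integrated fluorescence ratio after choline addition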
Target sequence (Q9GZV3 whole entry, looked up): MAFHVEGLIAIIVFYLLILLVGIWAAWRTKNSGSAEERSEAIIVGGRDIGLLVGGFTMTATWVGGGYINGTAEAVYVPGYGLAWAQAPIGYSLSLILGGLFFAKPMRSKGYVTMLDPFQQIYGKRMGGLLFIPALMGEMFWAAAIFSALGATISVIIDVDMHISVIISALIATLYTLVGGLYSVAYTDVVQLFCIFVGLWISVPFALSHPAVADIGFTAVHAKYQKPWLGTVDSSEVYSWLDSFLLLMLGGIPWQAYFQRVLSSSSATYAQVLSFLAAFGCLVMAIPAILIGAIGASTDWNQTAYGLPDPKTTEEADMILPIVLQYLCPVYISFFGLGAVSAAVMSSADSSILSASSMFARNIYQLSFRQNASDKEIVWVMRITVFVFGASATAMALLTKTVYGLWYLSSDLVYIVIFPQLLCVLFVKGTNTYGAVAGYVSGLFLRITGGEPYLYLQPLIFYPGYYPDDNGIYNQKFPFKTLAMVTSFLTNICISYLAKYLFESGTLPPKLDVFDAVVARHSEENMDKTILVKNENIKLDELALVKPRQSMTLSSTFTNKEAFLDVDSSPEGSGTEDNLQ
Kir21 block = inhibitors of mouse Kir2.1 inward-rectifier potassium channel; 310,000 tested, 0.85% active; HEK293-Kir2.1, FluxOR thallium flux fluorescence; hits give low values; Inward rectifier potassium channel 2 (Mus musculus), P35561; B-score at 10 µM;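 active = fluorescence ratio B-score at or below minus 3 SD of library scores, with starting-brightness B-score within 2 SD, cut at about -4.2 in these data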;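 note: channel flux triggered by added potassium and thallium sulfate stimulus; B-score of peak minus minimum fluorescence over baseline after thallium stimulus; more negative B-score means stronger Kir2.1 block with less thallium influx; some compounds called inactive have numbers as strong as hits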
Target sequence (P35561 whole entry, looked up): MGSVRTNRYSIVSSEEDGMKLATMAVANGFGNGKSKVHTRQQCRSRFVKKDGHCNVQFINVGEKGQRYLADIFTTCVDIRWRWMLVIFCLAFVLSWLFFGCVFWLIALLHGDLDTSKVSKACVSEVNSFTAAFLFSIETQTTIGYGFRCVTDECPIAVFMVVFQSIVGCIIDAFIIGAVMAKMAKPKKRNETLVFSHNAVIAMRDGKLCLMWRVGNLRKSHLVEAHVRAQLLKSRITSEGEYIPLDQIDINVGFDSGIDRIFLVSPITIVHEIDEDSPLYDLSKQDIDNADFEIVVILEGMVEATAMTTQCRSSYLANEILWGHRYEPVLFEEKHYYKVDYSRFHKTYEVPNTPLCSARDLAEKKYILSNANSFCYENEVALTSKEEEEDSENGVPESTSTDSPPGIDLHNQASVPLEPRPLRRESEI
The depositor's hits bear a star; i = inactive; x = not tested or not shown.

canonical_smiles | CHT block | Kir21 block
O=C(NC1CCN(C(=O)Nc2ccccc2)CC1)C1CCCCC1 | i | -0.25
O=C(CCNC(=O)N1CC(=O)Nc2ccccc21)NCc1ccc(F)cc1 | i | -0.68
S=c1nc(-c2ccccc2)n(CCN2CCOCC2)c2c1CCCC2 | i | 0.4
Cc1cc(C(=O)N/N=C/c2ccc[nH]2)n[nH]1 | i | -1.16
CC(=O)Nc1ccc(Nc2nc(Cl)nc(Nc3ccc(NC(C)=O)cc3)n2)cc1 | i | 0.02
CN(Cc1ccccc1)C(NC(=O)c1ccccc1)C(Cl)(Cl)Cl (stereo unspecified) | i | 0.04
COc1cccc(/C=N/NC(=O)CCc2c(C)n[nH]c2C)c1O | i | 1.56
O=C(N/N=C/c1ccc(Cl)cc1Cl)c1cccc(F)c1 | i | -1.03
CC(/C=C/c1ccc(N(C)C)cc1)=N\N=C1\NC(=O)CC(C(=O)Nc2ccccc2)S1 (stereo unspecified) | i | -1.11
Clc1ccc(Oc2cccc(/C=N/n3cnnc3)c2)cc1 | i | 0.86
Cc1cc2oc(=O)ccc2cc1[N+](=O)[O-] | i | -1.23
Cc1nnc(NC2=NCCC2)s1 | i | 0
O=C(CN1C(=O)S/C(=C\c2cccs2)C1=O)Nc1ccc(C(=O)O)c(O)c1 | i | -0.37
O=[N+]([O-])c1ccc(Nc2c3ccccc3nc3ccccc23)cc1 | x | 0.17
COc1ccc(CC(=O)Oc2ccc(C)cc2Br)cc1S(=O)(=O)N1CCOCC1 | i | -1.15
O=C(CNC(=O)c1nc[nH]c1C(=O)N1CCc2ccccc2C1)OCc1ccccc1 | i | -2.61

Structures above with an NH in an aromatic ring:
canonical_smiles | CHT block | Kir21 block
Cc1cc(C(=O)N/N=C/c2ccc[nH]2)n[nH]1 | i | -1.16
COc1cccc(/C=N/NC(=O)CCc2c(C)n[nH]c2C)c1O | i | 1.56
O=C(CNC(=O)c1nc[nH]c1C(=O)N1CCc2ccccc2C1)OCc1ccccc1 | i | -2.61

Fetched by structure from the entries so far:
canonical_smiles | CHT block | Kir21 block
O=[N+]([O-])c1ccc(Nc2c3ccccc3nc3ccccc23)cc1 | x | 0.17
O=C(CN1C(=O)S/C(=C\c2cccs2)C1=O)Nc1ccc(C(=O)O)c(O)c1 | i | -0.37
Cc1cc2oc(=O)ccc2cc1[N+](=O)[O-] | i | -1.23
O=C(CNC(=O)c1nc[nH]c1C(=O)N1CCc2ccccc2C1)OCc1ccccc1 | i | -2.61
Cc1nnc(NC2=NCCC2)s1 | i | 0

More records
canonical_smiles | CHT block | Kir21 block
CCCCn1c(N)c(N(CCOC)C(=O)c2ccc3c(c2)C(=O)N(c2ccccc2C)C3=O)c(=O)[nH]c1=O | i | 1.44
C=CCc1c(O)c(CC)cc2c(C)cc(=O)oc12 | i | -2.15
O=C(CN1CCCCCC1)Nc1ccc(S(=O)(=O)N2CCOCC2)cc1 | i | 0.03
Clc1ccc(CSc2nc3ccncc3[nH]2)cc1 | i | -0.06
CCOC(=O)Cc1csc(NC(=O)C(C)c2ccc([N+](=O)[O-])cc2)n1 (stereo unspecified) | i | -1.02
CN(C)Cc1c(C(=O)N/N=C/c2ccco2)nnn1-c1nonc1N | i | -0.92
O=C(N/C(=N\O)c1ccccc1)Nc1ccc(Cl)cc1 | i | x
CCOC(=O)C(=O)C1=CN(Cc2ccccc2)C=C(C#N)C1 | i | 1.16
COc1ccc(CCc2nnc(CCC(=O)NCc3cnn(-c4ccccc4C)c3)o2)cc1 | i | -0.19
CC(C)(C)c1ccc(S(=O)(=O)N2CCN(CCC#N)CC2)cc1 | i | 0.27
CCOc1ccc(Cl)cc1/C=C1/C(=O)ON=C1C | i | 0.4
CCN(CC)CCNC(=O)c1cn(CC)c2ccc(S(=O)(=O)N(C)C3CCCCC3)cc2c1=O | i | -0.72
C=CCN1C(=O)CSc2ccc(C(=O)NC3CCCCC3)cc21 | i | 0.84
COc1ccccc1/C=N/NS(=O)(=O)c1ccccc1 | i | 0.04
Cc1ccc(COc2ccc(Br)cc2/C=N/O)cc1 | i | 2.12
Cc1cc(-n2c(C)cc(C(=O)CN3C(=O)NC4(CCCCC4C)C3=O)c2C)no1 (stereo unspecified) | i | 1.86
CCCN1C(=O)/C(=C/c2ccc(C)s2)NC1=S | i | 0.44
CCOC(=O)c1c(C)n(-c2ccc(OC)cc2)c2ccc(O)c(CN(C)C)c12 | i | -2.03
COCCSc1nc2c(c(=O)[nH]c(=O)n2C)n1Cc1cccc(C)c1 | i | 2.1
COCCCNC(=O)/C(C#N)=C/c1c(N2CCN(c3ccccc3)CC2)nc2ccccn2c1=O | i | -0.37
CCOC(=O)C1CCCN(C(=O)CNC(=O)c2nn(-c3ccc(OC)c(Cl)c3)c(=O)c3ccccc23)C1 (stereo unspecified) | i | -0.99
COc1ccccc1C(=O)NC(CCSC)C(=O)NCCCn1nc(C)cc1C (stereo unspecified) | i | 0.72
O=C(Cc1cccs1)NC(Cc1c[nH]c2ccccc12)C(=O)O (stereo unspecified) | i | 0.63
O=C(Nc1ccnn1C1CCN(C(=O)Cc2cccc(Cl)c2)CC1)C1CC1 | i | -0.6
O=C(N/N=C/c1ccco1)c1cc(C2CC2)[nH]n1 | i | 0.02
CC(=O)Nc1ccccc1C(=O)N1CCN(Cc2ccc3c(c2)OCO3)CC1 | i | 0.31
CC1OC23CCCCC2C(C#N)(C(=N)O3)C1(C#N)C#N (stereo unspecified) | i | 0.3
CCOc1cc(C2NC(=O)NC(c3ccccc3)=C2C(C)=O)ccc1OCC(N)=O (stereo unspecified) | i | -0.86
COCCNC(=O)CNC(=S)N(Cc1ccccc1)Cc1cccnc1 | i | 1.26
Cc1ccc(C)c(N2CCN(C(=S)Nc3ccc4nc(N5CCOCC5)cc(C)c4c3)CC2)c1 | i | -0.4
Cc1ccc(S(=O)(=O)N2CCN(c3ccc([N+](=O)[O-])c(Sc4nncn4C)c3)CC2)cc1 | i | 0.25
Cc1c(CCC(=O)NCCCn2ccnc2)c(=O)oc2cc3oc4c(c3cc12)CCCC4 | i | -0.7
CC(C)c1nnc(NC(=O)c2ccc3c(c2)OCO3)s1 | i | -0.51
N/C(=N\c1nc2ccccc2o1)NC(=O)C(Cc1ccccc1)N1C(=O)c2ccccc2C1=O (stereo unspecified) | i | -0.83
COc1ccc(/C=N/NC(=O)c2cccc(Br)c2)cc1Cn1cc(Cl)cn1 | i | 1.41
O=C1/C(=C\c2ccncc2)SC(=S)N1C1CCCCC1 | i | -0.04
COC(=O)c1ccc(N2CCN(C)CC2)c(NC(=O)c2sc3ccccc3c2Cl)c1 | i | -0.57
O=C(NC(=S)NCC1CCCO1)c1cccs1 (stereo unspecified) | i | 0.23
O=C(Nc1ccccc1F)c1cc(C(=O)Nc2ccccc2F)cc([N+](=O)[O-])c1 | i | -1.53
CN(c1cccc(NS(=O)(=O)c2cccs2)c1)S(C)(=O)=O | i | 1.8
CCCN(CC(=O)Nc1ccc(F)c(F)c1F)Cc1cc(=O)n2ccsc2n1 | i | 0.56
C=C(C)COc1ccc(-c2ncncc2-c2ccc(OC)cc2)c(O)c1 | i | -0.23
CCOc1ccc(NC(=S)NNC(=S)Nc2cccc(C(F)(F)F)c2)cc1 | i | 0.37
CCOc1cc(CNn2cnnc2)cc(Cl)c1OCC(=O)NC(C)(C)C | i | 0.59
Cc1nc2nc(-c3cccnc3)[nH]n2c(=O)c1C | i | 1.17
CCOC(=O)C1CCN(c2cc3c(cc2NC(=O)c2ccccc2OCC)n(C)c(=O)n3C)CC1 | i | 0.54
CSc1nnnn1CCn1nnnc1SC | i | 0.09
COc1ccc(NS(=O)(=O)c2cn(C)cn2)cc1OC | i | -1.38

The listing continues:
smiles | CHT block | Kir21 block
O=C(CCC(=O)Nc1ccc(Br)cc1)N/N=C/c1ccccc1O | i | 1.59
CCC1Oc2ccccc2N(CC(=O)NCCc2ccc(OC)c(OC)c2)C1=O (stereo unspecified) | i | 0.28
CC(=O)/C(C#N)=C1\NC(=O)C(Cc2ccccc2)S1 (stereo unspecified) | i | 0.36
COc1ccccc1Nc1nc(N)nc(CSc2nnc(C)s2)n1 | i | 0.24
COc1ccccc1CNC(=O)Cn1cccc1 | i | 1.67
Cc1nc(C)n(C(C)CC(=O)O)n1 (stereo unspecified) | i | -0.88
Cc1ccc(S(=O)(=O)NCCOc2nc(N3CCOCC3)nc(N3CCOCC3)n2)cc1 | i | 1.23
O=C(CS(=O)(=O)c1ccccc1)Nc1nc(-c2ccccc2)cs1 | i | -0.19
CCOC(=O)c1sc(NC(=O)Cc2c(F)cccc2Cl)nc1C | i | -0.91
CC(=O)Nc1ccc(C(=S)NCC2(N(C)C)CCCCC2)cc1 | i | -1.81
Cc1c(Cl)c(=O)oc2cc(OCC(=O)NCc3cccs3)ccc12 | i | 1.14
CCOc1cc(C2C(C#N)=C(N)Oc3n[nH]c(-c4ccncc4)c32)cc([N+](=O)[O-])c1O (stereo unspecified) | i | 1.19
Cc1ccc(C)c(OCC(O)CN2C(C)CCCC2C)c1 (stereo unspecified) | i | 0.42
Cc1ccc(-c2nc(-c3ccccc3)no2)c(Cl)c1 | i | 1.59
O=S(=O)(Nc1ccc(S(=O)(=O)N2CCCCC2)cc1)c1ccc(Br)s1 | i | -1.75
CC(C)Oc1ccccc1/C=N/NC(=O)C1CC1 | i | 0.86
CCOC(=O)CC1=C(C(=O)OCC)C(c2ccc(C)o2)C(C#N)=C(N)O1 (stereo unspecified) | i | -1.2
Cc1ccc(NC(=S)N(Cc2cccs2)Cc2cc3cccc(C)c3[nH]c2=O)cc1 | i | -0.85
CCOC(=O)N1CCN(C(=O)c2csc3c2CCCCC3)CC1 | i | 0.68
C/C(=N/Nc1ncc(Br)cn1)c1ccc([N+](=O)[O-])cc1 | i | 0.54
O=C(Nc1ccccc1F)NC1CCCCCCC1 | i | 0.05
Cc1ccc(-c2onc3ccc(Cl)cc23)cc1 | i | 0
CCN(CC(=O)Nc1cc(Cl)ccc1OC)CC(=O)NC1CCS(=O)(=O)C1 (stereo unspecified) | i | 2
CC1CCN(C(=O)Cn2ncc3c4ccccc4n(C)c3c2=O)CC1 | i | 2.11
C/C(CC(=O)Nc1cccc(C(F)(F)F)c1)=N\NC(=O)c1cnccn1 | i | -0.16
C=C1CCC2[C@](C)(CO)[C@H](O)CC[C@@]2(C)[C@@H]1/C=C/C1=CCOC1=O (stereo partly specified) | i | -0.66
COc1ccc(C2C(C#N)=C(N)Oc3cc(N)ccc32)cc1OC (stereo unspecified) | i | -0.2
C/C(=N/NC(=O)c1ccc(C(C)(C)C)cc1)c1ccccn1 | i | -0.37
O=C(c1cc2cc([N+](=O)[O-])ccc2oc1=O)N1CCOCC1 | i | -0.25
CC(=O)Nc1nnc(SCC(=O)c2ccc3c(c2)Cc2ccccc2-3)s1 | i | 0.7
O=C(O)c1c[nH]c(=O)c2ccccc12 | i | -0.21
Cc1cccc2cc(CN(Cc3nnnn3C3CCCCC3)C3CCCC3)c3nnnn3c12 | i | -0.97
O=C(NCCNC(=O)c1cccs1)c1ccco1 | i | 0.74
CCOCCOCCC(C(=O)O)P(=O)(c1ccccc1)c1ccccc1 (stereo unspecified) | i | -2.68
CN(C)S(=O)(=O)c1cccc(-c2nnc(SCc3cc(Cl)cc4c3OCOC4)n2N)c1 | i | 1.34
Cc1[nH]nc2c1C(c1cccs1)C1=C(CC(C)(C)CC1=O)N2 (stereo unspecified) | i | -1.36
O=C(Cc1ccc(NS(=O)(=O)c2ccc(F)cc2)cc1)NCc1cccnc1 | i | -1.33
CCCN1CNC(=S)N(c2ccccc2OCC)C1 | i | -0.21
CCOC(=O)C1CCN(C(=O)Nc2ccccc2Cl)CC1 | i | -2.02
O=C(N/N=C\c1ccncc1)c1ccc(Br)s1 | i | 1.68
NC(=O)CC(NC(=O)c1ccccc1)c1ccc(NCCc2cccc(F)c2)c([N+](=O)[O-])c1 (stereo unspecified) | i | -0.04
CCOC(=O)Cn1c(=O)oc2cc(S(=O)(=O)N(C)c3ccc(OC)cc3)ccc21 | i | 1.38
O=[N+]([O-])c1cccc(-c2nnc(-c3ccccc3)o2)c1 | i | 0.1
CC12CCC(C(=O)N(CC(O)CN3CCN(Cc4ccccc4)CC3)C1=O)C2(C)C (stereo unspecified) | i | 0.07
Cc1ccccc1CN1CCNC(=O)C1CC(=O)NC1CCCCCCC1 (stereo unspecified) | i | -0.35
CCCCC[n+]1ccn(-c2nc3ccccc3nc2[N-]S(=O)(=O)c2ccc(C)cc2)c1 | i | 0.01
Cc1ccc(C2C3=C(NCCN=C3c3ccccc3)C(=O)N2c2ccccc2)cc1 (stereo unspecified) | i | -8.8*
COc1ccc(C2c3ccc4ccccc4c3Oc3ncn4nc(Cc5ccccc5)nc4c32)cc1OC (stereo unspecified) | i | 0.2
Nc1nnn(CC(=O)N/N=C/c2cccc3ccccc23)n1 | i | 0.47
Cc1scc(C(=O)N/N=C/c2ccsc2)c1C | i | -0.31
CNC(=O)C(=O)NCC1OCCN1S(=O)(=O)c1ccc(C)cc1 (stereo unspecified) | i | -0.35
C=CC[n+]1c(-c2ccc(C)cc2)csc1NNC(=O)Nc1ccccc1 | i | 1.09
Cc1nc(CC(=O)O)c(-c2ccccc2)s1 | i | -0.09
COc1cccc(-c2csc3nnc(SCC(=O)NCc4cccs4)n23)c1 | i | -0.53
Cc1cc(C)n2nc(SCC(=O)Nc3ccccc3C)nc2n1 | i | -0.76
CCOc1ccc(-c2nnn(CC(=O)Nc3cccc(OC)c3)n2)cc1OCC | i | -0.65
